Bioassay records from PubChem.
OX1R antag-1: antagonists of human orexin 1 receptor (OX1R). O43613. OX1R-expressing cells, FRET antagonist read-out. inhibition, % at 6.6 µM. 330,000 tested, 1.8% active. AID 485270; in the data active = inhibition mostly above about 38%, no sharp cut-off; inactive = mostly below about 40%;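 note: 0% = agonist challenge alone and 100% = reference antagonist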
Target sequence (O43613 whole entry, looked up): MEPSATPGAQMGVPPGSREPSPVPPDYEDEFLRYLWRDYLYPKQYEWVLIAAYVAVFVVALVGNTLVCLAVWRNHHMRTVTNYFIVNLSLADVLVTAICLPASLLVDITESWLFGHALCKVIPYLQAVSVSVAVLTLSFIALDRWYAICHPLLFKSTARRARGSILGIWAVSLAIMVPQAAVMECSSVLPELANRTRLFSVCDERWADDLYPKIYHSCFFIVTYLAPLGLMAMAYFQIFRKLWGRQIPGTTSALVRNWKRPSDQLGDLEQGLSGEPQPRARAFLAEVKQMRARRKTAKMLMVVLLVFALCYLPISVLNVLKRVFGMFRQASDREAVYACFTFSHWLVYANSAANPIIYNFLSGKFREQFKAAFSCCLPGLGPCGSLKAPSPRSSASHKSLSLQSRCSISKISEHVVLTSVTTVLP
OX1R antag-2: human HCRTR1 antagonism; inhibition, % at 5 µM; AID 434989; CHO/OX1R cells, Fluo-8 calcium fluorescence, orexin A; 330,000 tested, 0.43% active; O43613;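 active = inhibition above its plate's threshold, mean inhibition of all tested compounds on the plate plus 3 SD, cut at about 37% in these data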;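 note: 0% = orexin A challenge wells and 100% = SB-334867-A antagonist wells; not every result past the cut was called active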
CHT allo act: allosteric activators of human choline transporter CHT; AID 488977; CHT-expressing cells, membrane potential dye, choline EC20; active compounds read high; LV-AA mutant CHT in HEK293 cells; B-score at 10 µM; Q9GZV3; 310,000 tested, 0.49% active;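 active = initial fluorescence not abnormally high and integrated response B-score, plate-corrected, over 3 SD above library mean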
Target sequence (Q9GZV3 whole entry, looked up): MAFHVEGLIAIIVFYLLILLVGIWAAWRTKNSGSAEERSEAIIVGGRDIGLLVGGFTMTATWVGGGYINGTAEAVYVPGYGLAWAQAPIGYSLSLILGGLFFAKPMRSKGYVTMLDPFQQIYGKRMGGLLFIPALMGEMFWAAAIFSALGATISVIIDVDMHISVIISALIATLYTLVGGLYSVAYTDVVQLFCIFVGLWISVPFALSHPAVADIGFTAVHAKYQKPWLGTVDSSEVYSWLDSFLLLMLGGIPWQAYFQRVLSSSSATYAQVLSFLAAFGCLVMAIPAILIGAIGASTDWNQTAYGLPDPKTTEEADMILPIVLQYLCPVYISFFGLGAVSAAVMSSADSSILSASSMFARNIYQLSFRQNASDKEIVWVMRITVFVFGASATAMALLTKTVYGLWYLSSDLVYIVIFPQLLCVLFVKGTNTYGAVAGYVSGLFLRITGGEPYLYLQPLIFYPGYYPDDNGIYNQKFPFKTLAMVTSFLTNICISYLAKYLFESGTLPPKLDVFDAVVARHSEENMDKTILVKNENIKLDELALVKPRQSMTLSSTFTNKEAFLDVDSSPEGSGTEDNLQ
Numbers without * were called inactive; i = inactive; x = not tested or not shown.

1: CCNC(=O)c1ccc(N(C)S(=O)(=O)c2cccs2)cc1
2: CN1C(=O)CC(c2ccco2)Sc2ccccc21 (centres undefined)
3: CC(Cc1ccccc1)NC(=O)CC(c1ccccc1)c1ccccc1O (centres undefined)
4: NNC(=O)c1cc2cc(Oc3ccccc3)ccc2[nH]1
5: CC(C)(C)OC(=O)C[C@H]1C/C=C\C[C@@H](CC(=O)N[C@@H](CO)Cc2ccccc2)C(=O)N2CCC[C@H]2COC1=O
assay / compound | 1 | 2 | 3 | 4 | 5
OX1R antag-1 | 32 | 6 | -1 | -5 | 2
OX1R antag-2 | -2 | -8 | -6 | -17 | -11
CHT allo act | i | i | i | i | x

6: O=C(O)CCc1ccc(-c2ccccc2)o1
7: NC(=O)C1CCCN(C(=O)c2ccc(Cl)cc2)C1 (centres undefined)
8: CN(C)c1nc(Cl)nc(N(C#N)CCOc2ccccc2)n1
9: Cn1ccs/c1=N\C(=O)Nc1cccc(Cl)c1
10: CCOC(=O)C(=NCCCN1CCOCC1)NNc1cccc(C(F)(F)F)c1
assay / compound | 6 | 7 | 8 | 9 | 10
OX1R antag-1 | 10 | 4 | 3 | 8 | 9
OX1R antag-2 | -13 | -2 | -33 | -11 | -6
CHT allo act | i | i | i | i | i

11: CCNC(=O)CC1C(=O)N(c2ccc(F)cc2)C(=O)N1Cc1ccccn1 (centres undefined)
12: Cc1cc(NC(=O)COC(=O)C(Cc2ccccc2)NC(=O)c2ccco2)no1 (centres undefined)
13: Oc1ccc(/C=N/Nc2cccc(Cl)n2)c(O)c1
14: Oc1cccnc1Sc1cccc(C(F)(F)F)c1
15: COc1ccc(-c2ccc(CCC(=O)O)n2CC(=O)Nc2cccc(OC)c2)cc1
assay / compound | 11 | 12 | 13 | 14 | 15
OX1R antag-1 | 1 | 16 | 9 | 10 | 3
OX1R antag-2 | -4 | -7 | -3 | -18 | -24
CHT allo act | i | i | i | i | i

16: Cc1nnc(SCC(=O)c2ccc(Cl)cc2)s1
17: CCn1c(=O)c2cc(C(=O)N3CCN(C)CC3)sc2c2ccccc21
18: Cn1cnnc1SCC(=O)Nc1ccccc1
19: COc1cccc(NC(=O)c2c(F)cccc2F)c1
20: COC(=O)NC1c2ccccc2Oc2ccc(C)cc21 (centres undefined)
assay / compound | 16 | 17 | 18 | 19 | 20
OX1R antag-1 | 27 | 8 | 10 | 21 | -3
OX1R antag-2 | -25 | -17 | -8 | -8 | -30
CHT allo act | i | i | i | i | i

21: C=CCSc1nc2c(cnn2-c2ccc(C)c(C)c2)c(=O)[nH]1
22: Cc1ccc([C@@H]2CC=C(C(=O)O)[C@H](c3ccc(F)cc3)N2S(=O)(=O)c2ccc(C)cc2)cc1
23: COc1ccc(OC)c(NC(=O)C2C3CC4OC(=O)C2C4C3)c1 (centres undefined)
24: Cc1cccc(C(=O)N[C@H](C(=O)NCc2cccs2)C(C)C)c1
25: CC(CN1CCOCC1)OC(=O)c1cccs1 (centres undefined)
assay / compound | 21 | 22 | 23 | 24 | 25
OX1R antag-1 | 10 | 70* | 14 | 12 | 6
OX1R antag-2 | -26 | 1 | -6 | -7 | -1
CHT allo act | i | i | i | x | i

26: O=C(NCCN1CCCCCC1)C1CCCN1S(=O)(=O)c1cccc2nsnc12 (centres undefined)
27: CCCOC(=O)c1ccc(-c2ccc(C=O)o2)cc1
28: O=C(CCc1c[nH]c2ccccc12)N1CCN(S(=O)(=O)c2ccccc2)CC1
29: COc1ccc(N2CCN(CCNC(=O)c3c(C)cc(=O)oc3C)CC2)cc1
30: Cc1c(/C=N\NC(=O)c2cc3ccccc3o2)c2ccccc2n1C
assay / compound | 26 | 27 | 28 | 29 | 30
OX1R antag-1 | 61 | 3 | 5 | 8 | 90*
OX1R antag-2 | -17 | -6 | -24 | -20 | 22
CHT allo act | i | i | i | i | i

31: CCC(=O)N1C(=O)C2(Nc3ccccc3N2)c2ccccc21
32: C[N+]12CCCCC1[C@@H](CO)CCC2 (some centres undefined)
33: CCN(CC)C(=O)CSc1nnc([C@@H](NC(=O)OC(C)(C)C)C(C)C)o1
34: COCCN(CC(=O)Nc1cccc(C)c1C)C(=O)Cc1ccsc1
35: CC(C)(C)C1CCC(C(=O)NCC(c2cccs2)N2CCOCC2)CC1 (centres undefined)
assay / compound | 31 | 32 | 33 | 34 | 35
OX1R antag-1 | 15 | 4 | 9 | 1 | -3
OX1R antag-2 | -15 | 5 | -15 | -17 | -27
CHT allo act | i | i | i | x | i

36: COc1ccc(-n2c(SCc3nnc(-c4ccccc4)o3)nnc2-c2ccccc2)cc1
37: CC(=O)Nc1cccc(OCc2ccc(F)cc2)c1
38: COc1ccc(/C=N/n2c(C)nc3ccccc3c2=O)cc1OC
39: CC(C)c1ccc(NC(=O)N2CCN(S(=O)(=O)c3ccccc3)CC2)cc1
40: O=C(Cc1ccc(Cl)cc1)Nc1ncccn1
assay / compound | 36 | 37 | 38 | 39 | 40
OX1R antag-1 | 12 | 6 | 1 | 33 | 7
OX1R antag-2 | -19 | -4 | 2 | -42 | -12
CHT allo act | i | i | i | i | i

41: CN(c1cccc2cccnc12)S(=O)(=O)c1ccccc1
42: CCc1cc2c(=O)n(-c3ccccc3)c(=S)[nH]c2s1
43: NS(=O)(=O)c1ccc2ccccc2c1
44: CCN(CC)S(=O)(=O)c1cc([N+](=O)[O-])ccc1NNC(=O)Nc1ccc(Cl)c(Cl)c1
45: c1csc(-c2csc3ncnc(NCCCN4CCOCC4)c23)c1
assay / compound | 41 | 42 | 43 | 44 | 45
OX1R antag-1 | 3 | 7 | 5 | 63 | 7
OX1R antag-2 | -8 | -5 | -8 | 25 | -19
CHT allo act | i | i | i | i | i

46: OCCN(Cc1ccccc1)Cc1ccc(F)c(F)c1
47: CC1CN(C(=S)Nc2ccccc2)N(c2ccccc2)C1 (centres undefined)
48: Cc1ccc(N2C(S)=C(C#N)C(=O)NC23CCCCC3)cc1
49: O=C(NCc1cccs1)C1CCCN(S(=O)(=O)c2ccc3c(c2)OCO3)C1 (centres undefined)
50: COc1cccc(CNS(=O)(=O)c2cc3c(cc2Cl)NC(=O)CO3)c1
assay / compound | 46 | 47 | 48 | 49 | 50
OX1R antag-1 | 3 | 6 | 21 | 18 | 0
OX1R antag-2 | -15 | -28 | 10 | -17 | -16
CHT allo act | i | i | i | i | i

3 compounds already listed, arranged by number of heavy atoms, ascending:
48: Cc1ccc(N2C(S)=C(C#N)C(=O)NC23CCCCC3)cc1
45: c1csc(-c2csc3ncnc(NCCCN4CCOCC4)c23)c1
50: COc1cccc(CNS(=O)(=O)c2cc3c(cc2Cl)NC(=O)CO3)c1
assay / compound | 48 | 45 | 50
OX1R antag-1 | 21 | 7 | 0
OX1R antag-2 | 10 | -19 | -16
CHT allo act | i | i | i

(cont.)
51: O=C(O)C1CCCCC1C(=O)Nc1ccc(OCc2ccccc2)cc1 (centres undefined)
52: COc1ccc(C(=O)COc2ccccc2N2C(=O)C3C4C=CC(C4)C3C2=O)cc1 (centres undefined)
53: O=C(COC(=O)c1ccc(O)cc1)Nc1cc(C(F)(F)F)ccc1N1CCOCC1
54: Cc1ccc(N2C(=O)N(CC(=O)Nc3ccc(C)c(C)c3[N+](=O)[O-])C(=O)C2C)cc1 (centres undefined)
55: COc1ccc(C2CC2/C(=N/OC(=O)c2cccs2)c2ccccc2)cc1 (centres undefined)
assay / compound | 51 | 52 | 53 | 54 | 55
OX1R antag-1 | -5 | 21 | 4 | 21 | 43
OX1R antag-2 | 1 | -31 | -3 | -12 | 10
CHT allo act | i | i | x | i | i

56: Cc1csc(NC(=O)CSc2nnc(C)s2)n1
57: Cc1n[nH]c(C)c1CS(=O)(=O)c1ccccc1
58: CCSc1nnc(NC(=O)c2ccc(F)c(S(=O)(=O)N3CCOCC3)c2)s1
59: COc1cc(/C(C)=N/N2CCOCC2)cc(OC)c1OC
60: Cc1cc(N/C=C/C(=O)c2ccc(Br)cc2)no1
assay / compound | 56 | 57 | 58 | 59 | 60
OX1R antag-1 | 17 | 1 | 1 | 10 | 7
OX1R antag-2 | -6 | -20 | -4 | -21 | -4
CHT allo act | i | i | x | i | i

61: COc1ccc(N2CCN(Cc3nc4ccsc4c(=O)[nH]3)CC2)cc1
62: COc1cccc(C(=O)NC(=S)Nc2ccc(N(C)C)cc2)c1
63: COC(=O)CSc1nnc(CNc2ccc(F)cc2)o1
64: COc1ccc(C(=O)Nc2ccc(Cl)cc2F)cc1S(=O)(=O)N1CCCC1
65: Cc1cc(C)c(COc2ccc(/C=N/n3c(C)n[nH]c3=S)cc2)c(C)c1
assay / compound | 61 | 62 | 63 | 64 | 65
OX1R antag-1 | 22 | 49 | 28 | 3 | 22
OX1R antag-2 | 3 | -7 | -18 | -25 | -9
CHT allo act | i | i | i | x | i

Printed as active in OX1R antag-1, of those listed so far:
#	Structure	OX1R antag-1	OX1R antag-2
22	Cc1ccc([C@@H]2CC=C(C(=O)O)[C@H](c3ccc(F)cc3)N2S(=O)(=O)c2ccc(C)cc2)cc1	70*	1
30	Cc1c(/C=N\NC(=O)c2cc3ccccc3o2)c2ccccc2n1C	90*	22

Other results:
66: O=C(C1CCCC1)N1CCN(S(=O)(=O)c2ccc(F)cc2)CC1
67: CCCCn1c(N)c(N(CC)C(=O)c2ccc(C)cc2)c(=O)[nH]c1=O
68: O=C(Nc1ccc2ccccc2c1)c1cccnc1
69: S=C(NCCCN1CCOCC1)Nc1cccc(Cl)c1
70: COc1ccc(-c2cc(C(=O)NCC3CCCO3)on2)cc1OC (centres undefined)
assay / compound | 66 | 67 | 68 | 69 | 70
OX1R antag-1 | 12 | 17 | 12 | 22 | 8
OX1R antag-2 | -20 | -7 | 1 | -7 | 1
CHT allo act | i | i | i | i | i

Rewritten with two lines to a compound: entries from further up
Each structure is followed by: OX1R antag-1 | OX1R antag-2 | CHT allo act
(66) O=C(C1CCCC1)N1CCN(S(=O)(=O)c2ccc(F)cc2)CC1
 : 12 | -20 | i
(67) CCCCn1c(N)c(N(CC)C(=O)c2ccc(C)cc2)c(=O)[nH]c1=O
 : 17 | -7 | i

Other structures
71: COc1ccc(N=Cc2nc(-c3ccccc3)oc2OC(=O)c2ccccc2)cc1
72: CC(C)CN(C(=O)CN1C(=O)C2CCCCC2C1=O)c1c(N)n(Cc2ccccc2)c(=O)[nH]c1=O (centres undefined)
73: O=S1(=O)c2ccc(Br)cc2N2CCC[C@@H]2CN1Cc1ccccc1
74: Cc1[nH]n(-c2cccc3ccccc23)c(=O)c1/C=N/c1sc2c(c1C#N)CCC2
75: CC(=O)Nc1cccc(NS(=O)(=O)c2cc3c4c(c2)CCN4C(=O)CC3)c1
assay / compound | 71 | 72 | 73 | 74 | 75
OX1R antag-1 | 10 | -1 | 18 | 20 | 21
OX1R antag-2 | 4 | -17 | 7 | -10 | -13
CHT allo act | i | i | x | i | i

Random excerpt: 3 compounds from above.
22: Cc1ccc([C@@H]2CC=C(C(=O)O)[C@H](c3ccc(F)cc3)N2S(=O)(=O)c2ccc(C)cc2)cc1
26: O=C(NCCN1CCCCCC1)C1CCCN1S(=O)(=O)c1cccc2nsnc12 (centres undefined)
50: COc1cccc(CNS(=O)(=O)c2cc3c(cc2Cl)NC(=O)CO3)c1
assay / compound | 22 | 26 | 50
OX1R antag-1 | 70* | 61 | 0
OX1R antag-2 | 1 | -17 | -16
CHT allo act | i | i | i

Remaining list, next part.
76: O=C(NNC(=S)NC(=O)C12CC3CC(CC(C3)C1)C2)c1ccncc1
77: CCCCN(CCCC)CCCNC(=O)CN1C(=O)COc2ccc(S(=O)(=O)N3CCC(C)CC3)cc21
78: Nc1nnc(CSCc2cccc(Br)c2)s1
79: COC(=O)c1cc(OC)c(OC)cc1NC(=O)C(C)Sc1ccc(C)cc1 (centres undefined)
80: CCCc1cc(=O)oc2cc(OCC(=O)N3C[C@H]4C[C@@H](C3)c3cccc(=O)n3C4)c(Cl)cc12
assay / compound | 76 | 77 | 78 | 79 | 80
OX1R antag-1 | -4 | 11 | 15 | 23 | 14
OX1R antag-2 | 44 | -27 | 0 | -38 | -21
CHT allo act | i | i | i | i | i

81: Nc1nc2c(s1)C(=O)CC(c1ccccc1)C2 (centres undefined)
82: COc1cc(/C=C/C(=O)NCc2nc3ccccc3[nH]2)cc(OC)c1OC
83: Cc1nnc(Sc2c(N)n(C)c(=O)[nH]c2=O)s1
84: CC1CCN(C(=O)CSc2nc(C3CC3)nc3ccccc23)CC1
85: CC(C)(C)Nc1nc(Cl)nc(NC2CCCCC2)n1
assay / compound | 81 | 82 | 83 | 84 | 85
OX1R antag-1 | 34 | 9 | -3 | 37 | 13
OX1R antag-2 | -7 | -35 | -11 | -29 | -33
CHT allo act | i | i | i | i | i

86: CCOC(=O)C1CCCN(C(=O)c2sc3nc(C)nc(N(CC)CC)c3c2C)C1 (centres undefined)
87: CC(CN1C(C)CCCC1C)OC(=O)c1cccc(Br)c1 (centres undefined)
88: Cc1ccc(CNC(=O)CCNC(=O)Cn2ccc3ccccc3c2=O)o1
89: O=C(Cn1nc(-c2ccccc2)c2ccccc2c1=O)NN1CCOCC1
90: CN(c1ccccc1)S(=O)(=O)c1cc(C(=O)NCCCn2ccnc2)ccc1Cl
91: O=C(O)CSc1cc(NS(=O)(=O)c2ccc(Br)cc2)c2ccccc2c1O
92: COc1cccc(OCC(=O)NNC(=O)c2ccc3ccccc3c2)c1
93: O=C(Nc1ccc(Cl)cc1C(F)(F)F)C(Sc1cccc[n+]1[O-])c1ccccc1 (centres undefined)
assay / compound | 86 | 87 | 88 | 89 | 90 | 91 | 92 | 93
OX1R antag-1 | 13 | -4 | 14 | 8 | 0 | 21 | 20 | -1
OX1R antag-2 | -35 | -25 | -19 | -2 | -14 | -12 | -22 | -25
CHT allo act | i | i | i | i | x | i | i | i
